# WT yeast gro inh = growth inhibition of WT yeast, mitochondrial fusion screen; mitochondrial fusion phenotypic screen, WT strain; inhibition, % at 10 µM; 2.1% of 190,000 active; in the data active = inhibition above about 58%; tested in S. cerevisiae
# Autophagy mod = autophagy modulation, high-content screen. 0.98% of 190,000 active. calls only at 10 µM (by protocol). MEF GFP-LC3 puncta imaging; test concentration mostly 10 µM;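 active = percentage of spot-positive cells more than 3 SD above its plate mean, without a fluorescence outlier flag or 80% toxicity; inconclusive = no clear call, values can overlap the other calls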;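 note: spot-positive cell cutoff set from DMSO-treated cells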
# Dynein transport = blocks dynein driven cargo transport along microtubules | 3617.4 mouse cells, GR-EGFP nuclear translocation imaging; test concentration mostly 20 µM; stimulated with dexamethasone, 1 µM; active compounds read low | z-score, hits read low | 0.47% of 220,000 active | AID 1381;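 active = plate z-score of nuclear minus cytoplasmic receptor signal below a set negative limit, without overly bright fluorescence or cell loss, cut at about -3.5 in these data, passing the limit was not always enough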;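 note: z-score of nuclear minus cytoplasmic ring GR-EGFP intensity difference per well; some compounds called inactive have numbers as strong as hits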
#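 Buffer or medium: tet-free, stripped-serum medium; reagent: dexamethasone at 1.0 µM final, 30 min; incubation: 48 h induction, 1 h compound, 30 min dex at 37 °C; measured by: formaldehyde fixation, Hoechst nuclear stain, 10x automated fluorescence imaging; read-out: nuclear-to-cytoplasmic GR-EGFP distribution per well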
# MT stabilizer = microtubule stabilizers in HeLa cells; 0.83% of 200,000 active; HeLa tubulin immunostaining HCS, 24 h; share of cells brighter than vehicle mean+2SD; % tubulin-high responders, % at 10 µM;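 active = plate Z-score above 3 for both tubulin-high and condensed-nucleus cell shares, with cell loss under 80%, at 10 µM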;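 note: anti alpha tubulin signal scored within the nucleus-defined area of each cell; some results filed as inactive read as strong as hits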
# b-catenin transl = beta-catenin nuclear translocation modulation. HeLa beta-catenin nuclear translocation, immunofluorescence imaging. nuclear translocation activity, % at 5 µM. 0.3% of 190,000 active. AID 1665;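 active = nuclear translocation activity above 50% at 5 µM, with a well cell count of 50 or more; inconclusive = wells under 50 cells across six images, flagged as toxic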;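 note: per-cell ratio of nuclear to cytoplasmic median beta-catenin stain intensity; plate controls were DMSO negative control for no effect and GSK-3 inhibitor IX positive control for full effect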
#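 System: Human HeLa cells, endogenous beta-catenin | Compound dosing: 5 µM primary, 0.02–20 µM confirmation | Timing: 24 h compound exposure at 37°C, 5% CO2 | Measured by: Fluorescence imaging of beta-catenin antibody stain plus DAPI | Read-out basis: % activation of per-cell nuclear versus cytoplasmic median beta-catenin signal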
# XIAP displacement = XIAP antagonists, biochemical, IAP family, fluorescence polarization (AID 1018); displacement, % at 20 µM; hits with a dose series show IC50 in µM; 0.007% of 200,000 active; XIAP BIR domain, fluorescence polarization peptide displacement; higher % means a stronger effect; in the data active = displacement above about 50%; note: a part of the inactive calls stands beside numbers as strong as those of hits
# ER stress rescue = protection against thapsigargin-triggered cell killing – 384-well, CSM14.1, ATP luminescence, primary screen (AID 1222); CSM14.1 thapsigargin-induced death rescue, ATP luminescence; higher % means a stronger effect; cellular ATP content (survival), % at 20 µM; hits with a dose series show EC50 in µM; 190,000 tested, under 10 active;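 active = EC50 below 50 µM in the dose-response confirmation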;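 note: death triggered by thapsigargin at about 15 µM added after 2 h compound pretreatment; cell ATP read after overnight thapsigargin exposure of roughly 18 to 22 hours; normalized against plate controls of thapsigargin alone and 5% DMSO vehicle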
# Hep lipid drop = hepatic lipid droplet formation modulation; 0.4% of 240,000 active; inhibition, % at 6.5 µM; AID 1656; AML12 mouse hepatocytes, oleate lipid droplets, BODIPY imaging;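 active = lipid droplet intensity inhibited by at least 50%, with more than 500 cells counted; inconclusive = wells with under 300 cells, treated as cytotoxic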
#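 Test system: AML12 hepatocytes (mouse); reagent: oleate loading, 100 µM; dosing: one dose, 6.5 µM compound; incubation: overnight exposure; signal: fluorescence imaging, 20x objective, two fields per well; read-out basis: % inhibition of corrected integrated BODIPY droplet signal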
# Ins promoter up = MIN6 insulin promoter up-regulation. MIN6 insulin promoter-GFP reporter, high-content imaging; active compounds read high. z-score at 5 µM. 0.3% of 190,000 active;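 active = z-score above 3 at 5 µM with at least 500 cells counted in the well; inconclusive = wells under 500 cells, flagged as cytotoxic or low count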
# WT yeast gro inh mutant strain = further read-out of WT yeast gro inh, marked with its call; inhibition, %; mitochondrial fusion phenotypic screen, mutant strain inhibition
# Dynein transport cytoplasmic EGFP = recorded beside Dynein transport, whose call it bears; z-score; measured here: cytoplasmic GR-EGFP intensity; active compounds read high
# Dynein transport nuclear GR-EGFP = further read-out of Dynein transport, marked with its call; z-score; measured here: nuclear GR-EGFP intensity;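 lower value marks the stronger effect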
# Dynein transport cell count = also measured in Dynein transport; calls as there; z-score; measured here: cell count per field
# Ins promoter up cell count = recorded beside Ins promoter up, whose call it bears; cell count; measured here: cytotoxicity, nuclei count;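 total cells summed across four imaged fields per well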
# Hep lipid drop cells 6.5 µM = also measured in Hep lipid drop; calls as there; cell count; measured here: cell count, cytotoxicity flag;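 cells counted across two imaged fields per well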
# b-catenin transl cell count 5 µM = second read-out of b-catenin transl, no call of its own (marks repeat the call); cell count; measured here: cell count, cytotoxicity flag
# MT stabilizer Hoechst-high % = recorded beside MT stabilizer, whose call it bears; % Hoechst-high responders; measured here: nuclear condensation Hoechst responders;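 share of cells brighter than vehicle mean plus two SD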
# MT stabilizer cytotoxicity % = recorded beside MT stabilizer, whose call it bears; toxicity, %; measured here: cytotoxicity by cell density;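 0% = mean cell density of plate MIN control wells and 100% = no cells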
# Autophagy mod cell loss 18 h = also measured in Autophagy mod; calls as there; toxicity, %; measured here: cell loss, nuclei count;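 cell loss after 18 h compound exposure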
# * hit, by the source's call; i = inactive; u = inconclusive; x = not tested or not shown.
SMILES,WT yeast gro inh,WT yeast gro inh mutant strain,Autophagy mod,Autophagy mod cell loss 18 h,Dynein transport,Dynein transport cytoplasmic EGFP,Dynein transport nuclear GR-EGFP,Dynein transport cell count,MT stabilizer,MT stabilizer Hoechst-high %,MT stabilizer cytotoxicity %,b-catenin transl,b-catenin transl cell count 5 µM,XIAP displacement,ER stress rescue,Hep lipid drop,Hep lipid drop cells 6.5 µM,Ins promoter up,Ins promoter up cell count
COc1cccc2c1OC[C@@H](CO)[C@H]2N(C)C(=O)Nc1ccccc1,-2,3,i,-1,x,x,x,x,1.3,1.6,9.4,x,x,-3.1%,3.4%,x,x,x,x
COC(=O)c1c(NC(=O)C2Cc3ccccc3C(=O)O2)sc2c1CCCC2 (stereo not drawn),10,-8,i,4,0.1,-0.059,0.26,-0.99,8.2,2.8,7.9,-1.7,1083,-8.0%,-0.1%,-6,726,-0.55,1462
Cn1c(=O)cc(Nc2ccccc2)c2c(=O)n(-c3ccccc3)c(=O)n(-c3ccccc3)c21,x,x,x,x,-0.81,-0.27,-0.44,0.67,x,x,x,4.4,960,x,x,-29,706,-0.28,1370
C/C(=N\NC(=O)COc1cc(C)cc(C)c1)c1ccc(N2CCOCC2)cc1,0,10,i,7,0.81,-0.15,0.5,-0.54,1.9,1.2,7.3,-0.4,1135,-0.1%,-0.3%,0,559,-0.2,1456
Cc1ccc(S(=O)(=O)N2CCOCC2)c(C)c1-n1cnnn1,-9,25,i,3,0.12,-0.17,-0.057,0.72,4.1,3.4,7.6,x,x,-5.6%,-3.2%,12,738,x,x
CC(C)Nc1nc(Cl)nc(NNC(=O)C(C)Oc2ccccc2)n1 (stereo not drawn),9,-17,i,-15,0.11,-0.24,0.68,0.48,2.8,1.2,8.1,2.2,1379,0.2%,-2.3%,x,x,-0.34,1507
CC(C)(C)NC(=O)NC(=O)CN1CCN(c2ccccc2O)CC1,12,2,i,9,-0.14,-0.18,0.0075,-0.46,1.6,1.6,6.3,0.1,1116,-6.2%,x,8,720,-1.3,1286
CC1CCC2(CC1)NC(=O)N(Cc1cc(=O)n3ccsc3n1)C2=O (stereo not drawn),x,x,x,x,0.18,-0.22,0.16,-0.31,x,x,x,-3.1,1004,x,x,-15,690,-0.01,1366
COc1ccc(C(=O)N2c3ccccc3C(=O)OC2c2ccc3c(c2)OCO3)cc1 (stereo not drawn),2,0,i,-4,-0.8,-0.073,-0.082,0.13,2.0,2.0,2.1,-0.9,1180,-21%,-7.4%,-6,777,0.39,847
O=C(NN1CCOCC1)c1cc(-c2ccc(Cl)c(Cl)c2)nc2ccccc12,-15,-7,i,-1,-0.51,-0.27,0.31,0.78,3.7,2.6,10,-1.2,526,-3.8%,-1.9%,0,689,-0.53,1273
CN(C(=O)c1cc2n(n1)C(C(F)(F)F)CC(c1ccco1)N2)c1ccc(OC(F)(F)F)cc1 (stereo not drawn),8,2,i,14,-0.41,-0.43,0.15,0.043,1.9,2.1,14,-0.8,818,-0.7%,1.3%,x,x,-1.2,1250
O=C(NCCN1CCOCC1)c1ccc(N2CCCC2)c([N+](=O)[O-])c1,3,6,i,0,0.57,-0.18,0.72,-0.26,3.1,3.4,5.4,-1.1,1027,-8.6%,-1.7%,1,676,-0.14,1158
CCOc1ccccc1NC(=O)N1CCC(NC(=O)c2ccccc2C)CC1,-2,-14,i,4,0.68,-0.061,0.28,0.68,1.6,1.7,3.3,-4.1,1240,-6.6%,-0.7%,1,750,-0.71,1217
CC(=O)Nc1ccc(/C=C(\C#N)C(=O)NC2CCCCC2)cc1,-18,-12,i,13,-0.79,-0.34,-0.44,0.96,3.6,1.9,8.6,1.0,1504,-14%,-0.3%,3,759,x,x
O=C(O)CCCNS(=O)(=O)c1ccccc1,-11,13,i,-8,-0.033,-0.026,-0.025,0.5,4.1,2.1,7.3,-1.7,1172,-1.2%,-1.6%,-6,706,x,x
CON1C(=O)C(=O)N(OC)C(C)(C)C1C (stereo not drawn),26,39,i,-30,2.3,-0.22,1.3,-0.74,1.2,1.1,6.1,x,x,-4.3%,2.4%,x,x,x,x
O=C(O)CCCC(=O)Nc1ccc(Br)cc1C(=O)O,11,10,i,6,-0.51,-0.21,-0.031,-0.16,1.8,1.8,3.4,x,x,-2.3%,-1.8%,52*,502*,x,x
C#CCNC(=O)C1=C[C@H](C(C)(C)C)C[C@H](OCc2ccc(CO)cc2)O1,5,10,i,5,2.2,-0.074,1.9,-2.2,3.3,1.5,6.4,-0.6,1164,-10%,8.2%,-17,734,0,1471
Nc1ccc(C(=O)n2c3ccccc3c3ccccc32)cc1,-14,12,i,70,0.19,-0.019,0.029,0.071,45*,42*,40*,x,x,-7.3%,-1.8%,u,x,x,x
CC(=O)Nc1ccc(S(=O)(=O)N2CCN(Cc3ccccn3)CC2)cc1,-8,-25,i,1,0.47,-0.091,0.39,0.13,2.5,2.0,8.0,1.5,1177,-22%,1.3%,2,788,0.16,813
O=C(CCCCn1c(=O)c2ccccc2n(Cc2ccc(F)cc2Cl)c1=O)NCc1ccco1,-8,-3,i,-3,-0.95,0.56,-0.4,1.2,2.8,1.7,6.5,x,x,-0.6%,1.8%,5,839,0.49,1016
CCOC(=O)c1sc(=S)n(CC)c1NC(=O)c1ccccc1C,x,x,x,x,-0.37,-0.25,-0.27,1.1,x,x,x,-1.8,1254,x,x,-3,689,0.15,1098
COC(=O)c1ccc(-n2nnnc2SCc2ccccc2OC)cc1,-7,-5,i,-9,-0.56,0.057,-0.098,0.46,5.5,3.2,0.6,-4.0,846,-5.9%,-1.4%,x,x,-0.74,1132
COc1ccc(/C=N/NC(=O)C(C)n2cnc3ccccc3c2=O)cc1 (stereo not drawn),-5,-12,i,-63,-0.29,-0.21,0.48,-0.42,3.5,3.0,0.4,-2.8,1176,-3.4%,-0.7%,9,665,0.31,1440
O=C(Nc1ccc(-c2csc(-c3ccccc3)n2)cc1)c1ccccc1Cl,6,-5,i,-1,-0.75,-0.33,-0.29,0.46,17*,16*,22*,0.2,1443,-5.3%,-1.1%,x,x,-0.69,626
C/C(=N/N=C1/NC(=O)CC(C(=O)Nc2ccccc2)S1)c1cccs1 (stereo not drawn),4,-1,i,3,-0.33,-0.29,-0.42,0.35,1.2,2.4,4.1,2.5,1056,-5.8%,-1.9%,29,650,0.04,1197
CCCn1c(N2CCN(CC(=O)c3c(C)n(C)c4ccc(OC)cc34)CC2)nc2c1c(=O)[nH]c(=O)n2C,-11,-3,i,-1,-0.063,-0.03,-0.14,0.62,2.3,1.6,9.6,-0.8,1332,-2.4%,-2.4%,x,x,-0.66,1650
CCSc1ncnc2c(C#N)c3n(c12)CCCCC3,-5,21,i,0,-0.58,-0.37,-0.24,0.84,3.0,2.2,11,-6.5,959,-3.8%,-0.3%,x,x,-0.29,952
CN(C(=O)CSCC(=O)O)C1CCCCC1,16,14,i,10,-0.16,0.57,0.17,-0.01,1.0,2.2,7.4,-2.1,954,-14%,0.4%,-8,663,0.4,1477
CCN(CC)C(=O)CC(c1ccc(F)cc1)c1ccc(OC(C)C)cc1 (stereo not drawn),11,-9,i,-1,-0.66,-0.22,-0.32,0.2,3.4,1.5,4.1,-1.8,1075,-8.9%,1.6%,-21,708,-0.36,1569
COc1cccc(C2=NO[C@@H]3C(=O)N(Cc4ccccc4)C(=O)[C@H]23)c1OC,7,4,i,-10,0.51,-0.33,0.16,-0.92,4.5,1.6,15,-4.7,1007,-4.9%,-1.5%,x,x,x,x
Cc1ccccc1NS(=O)(=O)c1cc(C(=O)NCCC2=CCCCC2)ccc1Cl,-6,5,i,45,-0.47,-0.21,0.34,0.93,2.7,1.8,3.3,4.7,1413,-6.3%,-1.9%,x,x,-0.26,1469
CCOc1ccc(NC(=O)CSc2nc3c(c(=O)n2-c2ccccc2OC)SCC3)cc1,5,6,x,x,x,x,x,x,x,x,x,0.6,973,0.4%,5.7%,17,618,-0.52,1760
Cc1sc(NC(=O)/C=C/C(=O)O)c(C(N)=O)c1-c1ccc(C(C)(C)C)cc1,-19,6,i,7,-2,-0.028,-0.91,0.5,3.3,3.2,1.0,x,x,-6.9%,-3.5%,14,748,0.3,1003
CC1(C)CC(NC(=O)c2coc(=O)c(Br)c2)CC(C)(C)N1,1,6,i,9,-3,0.94,-1.4,-0.52,2.6,4.3,8.9,-2.1,1062,-0.6%,4.3%,x,x,-0.1,1056
O=C(O)c1ccccc1CSc1ncn[nH]1,11,8,i,14,-0.75,-0.23,-0.4,2.8,4.9,1.5,4.8,-4.4,1123,-4.7%,1.9%,12,762,0.28,908
